# Bioassay records: PubChem BioAssay, National Center for Advancing Translational Sciences (NCATS)
# TDP1 block: TDP1 (human) enzyme inhibition | Q9NUW8 | recombinant TDP1, AlphaScreen DNA substrate cleavage | Potency, µM (doses to about 130 µM), without a hit: at the highest dose activity change, negative = inhibition, actives largely listed as inhibitors | actives 0.28% (n = 350,000) | AID 485290; note: nearly all actives have a fitted effect of over 40% in size
# Target sequence (Q9NUW8 whole entry, looked up): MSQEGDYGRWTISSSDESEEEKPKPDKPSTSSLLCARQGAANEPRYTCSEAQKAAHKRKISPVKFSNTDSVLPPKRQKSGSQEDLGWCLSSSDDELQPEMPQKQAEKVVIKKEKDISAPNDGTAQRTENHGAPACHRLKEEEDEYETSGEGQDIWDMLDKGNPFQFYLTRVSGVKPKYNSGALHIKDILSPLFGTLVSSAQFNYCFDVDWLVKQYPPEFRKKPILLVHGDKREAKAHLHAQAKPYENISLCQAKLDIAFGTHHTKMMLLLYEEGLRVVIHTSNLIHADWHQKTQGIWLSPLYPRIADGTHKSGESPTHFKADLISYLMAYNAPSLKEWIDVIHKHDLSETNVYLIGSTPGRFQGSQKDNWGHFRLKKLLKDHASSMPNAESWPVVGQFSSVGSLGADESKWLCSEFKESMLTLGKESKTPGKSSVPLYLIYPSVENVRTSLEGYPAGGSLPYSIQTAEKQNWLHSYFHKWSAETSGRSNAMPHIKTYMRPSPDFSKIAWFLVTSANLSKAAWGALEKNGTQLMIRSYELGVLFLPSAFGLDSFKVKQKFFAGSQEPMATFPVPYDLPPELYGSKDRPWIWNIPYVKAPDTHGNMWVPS
#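 AlphaScreen read-out: signal falls as enzyme removes the 3' tyrosine-FITC from a 5'-biotinylated DNA oligo (15 nM, 5 min, RT). Enzyme was E. coli-made recombinant Tdp1 at 1 nM, exposed to compound for 15 min beforehand; beads 10 ug/ml, 10 min.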
# N370S GC: N370S glucocerebrosidase modulation, Gaucher chaperone candidate. P04062. N370S GC spleen homogenate, 4MU-glucoside fluorescence. Potency, µM (highest dose often 59.4 µM), without a hit: at the highest dose activity change, negative = inhibition, usual class: inhibitors. actives 0.092% (n = 330,000);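 note: 0% = full enzyme activity and -100% = no enzyme basal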
# FEN1 inhibitor: blocks human flap endonuclease 1. P39748. Potency, µM (doses to about 114 µM), for inactives: at the top dose activity change, negative = inhibition, usual class: inhibitors. actives 0.35% (n = 390,000). Recombinant FEN1 flap cleavage, fluorescence, 15 min. AID 588795; note: nearly all actives have a fitted effect of over 65% in size
# Target sequence (P39748 whole entry, looked up): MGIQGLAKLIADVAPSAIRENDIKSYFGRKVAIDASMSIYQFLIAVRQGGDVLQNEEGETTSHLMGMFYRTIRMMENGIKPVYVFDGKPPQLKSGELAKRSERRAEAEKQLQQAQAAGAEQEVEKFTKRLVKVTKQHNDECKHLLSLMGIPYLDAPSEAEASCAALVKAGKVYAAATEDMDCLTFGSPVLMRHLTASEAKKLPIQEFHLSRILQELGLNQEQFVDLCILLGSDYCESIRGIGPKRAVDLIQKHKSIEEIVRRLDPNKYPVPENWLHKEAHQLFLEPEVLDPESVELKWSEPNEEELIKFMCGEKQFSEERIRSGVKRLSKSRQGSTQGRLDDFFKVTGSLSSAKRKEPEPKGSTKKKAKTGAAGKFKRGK
#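 Recombinant FEN1 (10 nM) was preincubated with pin-transferred compounds for 15 min at room temperature, then flap DNA substrate (50 nM final) was added. Plates were read at 0 and 15 min, and normalized concentration–response data were fitted to a four-parameter Hill equation.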
# * marks the source's active call; other numbers are inactive results; u = inconclusive; x = not tested or not shown; & = joins results of further samples; [ ] = another dose, or the depositor's remark. Calls come from the whole dose curve; as a rule, active = well fitted curve in the direction sought with a large enough effect; inconclusive = small, poorly fitted or top-dose-only effect, or another doubt; inactive = no such curve, though single readings can be large; an effect the other way counts as inactive or inconclusive. Unless noted, % is set by controls: 0 for no effect and ±100 for the full control effect; potency is the fitted concentration of half-maximal effect. This is a random part of the collection; overall some 0.53% were active at least once.
SMILES,TDP1 block,N370S GC,FEN1 inhibitor
O=C(CSCc1ccccc1)Nc1ccc(F)c(F)c1,2%,9%,-13%
Cc1ccc(C2CCN(C(=O)c3cnn(-c4ccc(C)c(C)c4)c3C3CCN(C(=O)OC(C)(C)C)CC3)C2)cc1 (stereo not given),-1%,x,7%
CC(C)(C)c1ccc(Oc2coc3cc(OCC(=O)O)ccc3c2=O)cc1,x,-8%,-5%
CCCn1c(=O)c2sccc2n2c(CCCC(=O)NCCc3ccc(Cl)cc3)nnc12,0%,x,-1%
Cc1cc(NC(=O)c2ccc(Cl)cc2Cl)n(CCC#N)n1,2%,-9%,12%
CSc1cnn(-c2ccccc2)c(=O)c1SC,-6%,2%,-8%
Cc1ccc(S(=O)(=O)N2CCN(c3nc(-c4cncn4C)nc4ccccc34)CC2)cc1,8%,x,1%
COc1c(C)cccc1C(=O)Nc1ccc(CN2CCOCC2)cc1,6%,18%,6%
CCCCn1c(N)c(N(CCOC)C(=O)c2c(C)noc2C)c(=O)[nH]c1=O,-3%,1%,3%
CCCNC(=O)c1ccccc1NC(=O)CN(c1ccccc1OCC)S(C)(=O)=O,0%,-2%,-3%
COc1ccc(OC)c(Nc2ncnc3c2cnn3-c2ccccc2)c1,4%,5%,-13%
CC(NC(=O)c1cc([N+](=O)[O-])cc([N+](=O)[O-])c1)c1ccc(-n2ccnc2)cc1 (stereo not given),9%,-4%,-13%
Cc1[nH]c2ccccc2c1C(C[N+](=O)[O-])c1cccc(O)c1 (stereo not given),2%,-18%,10%
c1ccc(CN2C3=NCCN3c3ccccc32)cc1,0%,6%,-7%
COC(=O)c1ccccc1N/C=C/C(=O)c1ccc(Br)cc1,-6%,12%,-14%
CCOC(=O)CC1C(=O)NCCN1S(=O)(=O)c1ccc(Cl)cc1 (stereo not given),6%,1%,4%
COc1ccc(/C=C/c2noc(-c3ccccc3O)n2)cc1OC,0%,x,14%
COc1cccc(OC)c1C(=O)Nc1ccccc1C(=O)N1CCCC1,1%,-2%,2%
COc1ccc(S(=O)(=O)NCCCCCC(=O)O)cc1C(=O)O,1%,-4%,21%
CN(C)c1cccc(C(=O)N2CCC(c3c[nH]c4ccccc34)(c3c[nH]c4ccccc34)CC2)c1,10%,x,-19%

# Sorted by the number under TDP1 block (descending): 3 from the list above.
smiles,TDP1 block
CC(NC(=O)c1cc([N+](=O)[O-])cc([N+](=O)[O-])c1)c1ccc(-n2ccnc2)cc1 (stereo not given),9%
Cc1ccc(S(=O)(=O)N2CCN(c3nc(-c4cncn4C)nc4ccccc34)CC2)cc1,8%
O=C(CSCc1ccccc1)Nc1ccc(F)c(F)c1,2%

# Ordered by length of the SMILES (lowest first): 7 of the compounds above.
SMILES,TDP1 block,N370S GC,FEN1 inhibitor
CSc1cnn(-c2ccccc2)c(=O)c1SC,-6%,2%,-8%
c1ccc(CN2C3=NCCN3c3ccccc32)cc1,0%,6%,-7%
COc1c(C)cccc1C(=O)Nc1ccc(CN2CCOCC2)cc1,6%,18%,6%
COc1cccc(OC)c1C(=O)Nc1ccccc1C(=O)N1CCCC1,1%,-2%,2%
CCCNC(=O)c1ccccc1NC(=O)CN(c1ccccc1OCC)S(C)(=O)=O,0%,-2%,-3%
CCCn1c(=O)c2sccc2n2c(CCCC(=O)NCCc3ccc(Cl)cc3)nnc12,0%,x,-1%
CN(C)c1cccc(C(=O)N2CCC(c3c[nH]c4ccccc34)(c3c[nH]c4ccccc34)CC2)c1,10%,x,-19%

# Next section.
SMILES,TDP1 block,N370S GC,FEN1 inhibitor
CC(=O)c1cccc(NC(=O)c2cc(-c3ccc(Cl)s3)nc3ccccc23)c1,2%,x,5%
CC(=O)NN1C(=O)c2ccccc2NC1c1ccccn1 (stereo not given),0%,5%,2%
Nc1ccc(C(=O)OCc2nc3ccccc3[nH]2)cc1,0%,3%,-7%
Cn1c(=O)c(C(=O)CN2CCc3ccccc32)c(N)n(Cc2ccccc2)c1=O,0%,-20%,-1%
Cc1cccn2c(=O)c(C(=O)NCCCN3CC(C)CC(C)C3)c(O)nc12 (stereo not given),-1%,-3%,-1%
O=C(NCCc1ccccc1)c1cc([N+](=O)[O-])ccc1N1CCOCC1,3%,x,-13%
Cc1ccc(OCC(=O)NNC(=O)C2CSC3(C)CCC(=O)N23)cc1C (stereo not given),0%,9%,2%
OCC1(Cc2ccccc2)CCN(C2CCN(c3ccccc3F)CC2)CC1,4%,-25%,6%
O=C(Nc1ccccc1-c1nnn(CC(=O)N2CCc3ccccc3C2)n1)C1CCC1,2%,9%,11%
CC(C)NC(=O)N1CCC(N2CCN(Cc3ccc(F)cc3)C(=O)C2=O)CC1,-1%,x,22%
Cc1cc(N2CCOCC2)nc2ccc(NC(=O)CCC(=O)N3CCN(c4ccccc4F)CC3)cc12,8%,u,7%
O=C(NCC(c1cccnc1)N1CCc2ccccc2C1)C(=O)Nc1cccc(Cl)c1 (stereo not given),-1%,x,26%
CC(=O)c1cccc(NC(=O)c2ccc(N(Cc3ccccc3)S(C)(=O)=O)cc2)c1,3%,-3%,-15%
COc1ccc(Cc2nc3ccc(C(=O)N(C)C(C)c4nccs4)cc3o2)cc1 (stereo not given),6%,6%,-4%
CCC(C(=O)OC)n1cnc2c(cnn2-c2ccc(Cl)cc2)c1=O (stereo not given),6%,2%,-3%
Cc1cccc(-c2onc3ccc(C(=O)/C=C/N(C)C)cc23)c1,x,4%,-6%
CCCc1c(C)c2cccc(C)c2[nH]c1=O,2%,15%,0%
Cc1cnc(C(=O)OCC(=O)Nc2ccc(Cl)cn2)cn1,x,3%,-13%
Cc1ccc(N(Cc2ccccc2)C(=O)c2ccc(Cl)c(S(=O)(=O)N3CCOCC3)c2)cc1,0%[0.505 µM],-17%,-2%
CCN(CC)S(=O)(=O)c1ccc(C(=O)Nc2cc(S(=O)(=O)N3CCOCC3)ccc2O)cc1,3%,x,0%
CCN(CC)CCCN1C(=O)C(=O)/C(=C(/O)c2ccccc2)C1c1cc(OC)ccc1OC (stereo not given),2%,-5%,-3%
CCOC(=O)C1=NN(C(=O)Nc2cccc(C(F)(F)F)c2)C2C(=O)N(c3cccc(C(F)(F)F)c3)C(=O)C12 (stereo not given),9%,1%,-9%
c1ccc(-c2ccccc2OCc2nnc3n2CCC3)cc1,1%,-3%,15%
COc1ccc(-c2noc(CCC(=O)NCCCN3CCC(Cc4ccccc4)CC3)n2)cc1,1%,-2%,-11%
Cc1ccc(Oc2nc3ccccn3c(=O)c2/C=C(\C#N)C(=O)Nc2c(C)n(C)n(-c3ccccc3)c2=O)c(C)c1,1%,-5%,1%
O=C(CN1CCCCC1)Nc1ccc(F)c(Cl)c1,-2%,3%,1%
CC(=O)N1c2ccc(S(=O)(=O)N3CCC(C(=O)NC4CCCC(C)C4C)CC3)cc2CC1C (stereo not given),x,1%,-2%
Cc1cc(O)cc2c1O[C@](C)(CCC[C@H](C)CCC[C@H](C)CCCC(C)C)CC2,10%&9%,-5%,x
COC(=O)c1ccc(NC(=O)COc2coc(CN3CCc4ccccc43)cc2=O)cc1,-7%,-23%,5%
O=C1CSC(c2ccc(Cl)cc2)N1c1cccnc1 (stereo not given),0%,5%,18%
CCOc1ccc(N(CC(=O)OC)S(=O)(=O)c2ccc(OC)c(OC)c2)cc1,1%,0%,-9%
CCc1ccc2occ(CC(=O)Nc3c(C(=O)Nc4ccc(OC)cc4)oc4ccccc34)c2c1,4%,x,-12%
Cc1ccc(-n2c(-c3ccccc3)n[nH]c2=S)c(C)c1,x,-2%,35%[activator]
O=C(NCC1CCNCC1)c1ccncc1,-1%,6%,-5%
O=C(CCn1c(=O)oc2ccccc21)Nc1nc2ccccc2s1,4%,7%,3%
Cc1cc2cc(C(=O)N3CCc4c([nH]c5ccccc45)C3c3ccccn3)ccc2o1 (stereo not given),12%,1%,-29%
C=CCNC(=S)Nc1ccc(C)cc1[N+](=O)[O-],-3%,-3%,2%
O=C(c1ccc2noc(-c3ccccc3)c2c1)N1CCN(c2ccccc2)CC1,7%,3%,-1%
Cc1ccc(C)c(Nc2nn3c(=O)c4ccc(C(=O)NCCC5=CCCCC5)cc4nc3s2)c1,6%,x,-2%
Cc1ccc(S(=O)(=O)N(C)C)cc1NC(=O)c1n[nH]c(=O)c2ccccc12,0%,-8%,-15%

# Single records, from the list above.
# Record of O=C(CCn1c(=O)oc2ccccc21)Nc1nc2ccccc2s1 = TDP1 block: 4%; N370S GC: 7%; FEN1 inhibitor: 3%
# Record of Cc1cc2cc(C(=O)N3CCc4c([nH]c5ccccc45)C3c3ccccn3)ccc2o1 (stereo not given) = TDP1 block: 12%; N370S GC: 1%; FEN1 inhibitor: -29%

# The listing continues.
SMILES,TDP1 block,N370S GC,FEN1 inhibitor
CC(C)NC(=O)CSc1ccccc1C(=O)N1CCN(S(=O)(=O)/C=C/c2ccccc2)CC1,0%[56.1 µM],x,-7%
COc1cc(C)c(C)cc1S(=O)(=O)N1CCCc2ccccc21,x,-2%,-24%
OCCN1CCN(Cc2ccc3ccccc3c2)CC1,x,-10%,1%
O=C1Nc2c(c(=O)[nH]c(=O)n2-c2ccccc2)C1(NS(=O)(=O)c1ccc(Cl)cc1)C(F)(F)F (stereo not given),3%,x,1%
Cc1c(CN2CCC(CO)(CCOc3ccccc3)CC2)[nH]c2ccc(Cl)cc12,0%,-21%,-26%
O=C(CSc1ccc(Cl)cc1)N1CCN(c2ncc(C(F)(F)F)cc2Cl)CC1,-3%,-15%,-12%
Cc1ccc(N/C(=C\C(=O)c2ccccc2)C(=O)O)cc1,2%,-6%,u
CCOC(=O)c1cccc(NC(=O)CCn2c(-c3ccc(F)cc3)cc(C(=O)OCC)c2C)c1,6%,x,-17%
CCOc1ccc(CNC(=O)CN2C(=O)C3CCCCN3c3ccc(C(=O)N4CCCC4)cc32)cc1 (stereo not given),7%,x,9%
COc1ccc(N(CC(=O)NCc2cccnc2)S(=O)(=O)c2c(C)nn(C)c2C)cc1,0%,-4%,22%
Cn1c(=O)c2c(nc(OCc3ccc4c(c3)OCO4)n2Cc2ccccc2Cl)n(C)c1=O,2%,1%,8%
COc1ccccc1NC(=O)C1=C(C)NC(=O)NC1c1ccc(C)cc1 (stereo not given),4%,1%,-5%
NC(=O)c1ccsc1NC(=O)C1CCN(S(=O)(=O)c2cccs2)CC1,-20%,-5%,-6%
CSc1nc(=O)n2cccc(C)c2n1,2%,2%,45%[activator]
CCN(CC)S(=O)(=O)c1cccc(NC(=O)CC2CCCC2)c1,x,1%,5%
NC(=O)c1ccccc1OCC(=O)O,3%,-6%,-12%
C=CCN1C(=O)/C(=c2\sc3nc(=O)c(Cc4ccccc4)nn3c2=O)c2ccccc21,3%,-12%,2%
FC(F)(F)c1ccc(C2[C@H]3CN(Cc4cccnc4)[C@H](c4ccccc4)C34CC2(c2cccnc2)C4)cc1 (stereo not given in full),12%&2%,-10%&-13%,-1%
O=C(c1ccc(CS(=O)(=O)Cc2ccccc2)cc1)N1CCCCC1,1%,-12%,0%
Cc1ccc(NC(=O)c2ccc(S(=O)(=O)NCC3CCCO3)cc2)cc1C (stereo not given),5%,9%,6%
COc1ccc(S(=O)(=O)N2CCN(Cc3cc(OC)c(OC)c(OC)c3)CC2)cc1,-1%,-25%,-1%
COC(=O)[C@@]1(Cc2ccc(OC)cc2)[C@H]2c3cc(C(=O)N(C)C)n(Cc4ccc(C(F)(F)F)nc4)c3C[C@H]2CN1C(=O)c1ccccc1,18%,-1%,x
CNC(=O)c1ccsc1NC(=O)c1ccc(S(=O)(=O)N2CCOCC2)cc1,8%,-18%,3%
Cc1cc(C)n(C(=O)/C(C#N)=C/N(C)C)n1,2%,-9%,15%
CC(C)N(C(=O)COC(=O)CNS(=O)(=O)c1ccccc1F)c1ccccc1,5%,-11%,-10%
O=C(CSc1nc(-c2cccs2)cc(C(F)(F)F)n1)NCc1ccccc1,0%,5%,-2%
CCC1CCCCN1c1nc(-c2ccncc2)nc2ccccc12 (stereo not given),3%,22%,-10%
C=CCOc1ccccc1CNCCCN1CCOCC1,2%,-4%,-10%
CCOc1ccccc1NC(=O)c1cc(S(=O)(=O)N2CCN(CC)CC2)ccc1Cl,3%,-17%,-14%
O=C(NCc1nnc(SCC(=O)N2CCN(c3ccccc3)CC2)o1)c1c(F)cccc1Cl,x,-1%,-1%
COC(=O)CSc1nc2sc(C)c(C)c2c(=O)n1C,-3%,11%,-12%
Cc1cccc(-c2nnc(SCC3CNC(=O)O3)n2-c2ccc(Cl)cc2)c1 (stereo not given),5%,-4%,-1%
COc1ccc(CCNC(=O)c2ccc(Nc3nc4ccccc4n4nnnc34)cc2)cc1OC,5%,x,-10%
CCCc1cc(=O)oc2c3c(cc(OCC(=O)NCCN4CCOCC4)c12)OC(C)(C)CC3,x,20%,-12%
Cc1ccc2c(c1)C(c1ccc(F)cc1)N(C(=O)c1ccc(S(=O)(=O)N(C)C)cc1)CC(=O)N2 (stereo not given),x,-3%,-12%
O=C(Nc1cccc(-c2csc(Nc3ccccc3)n2)c1)c1cc([N+](=O)[O-])cc(C(F)(F)F)c1,x,-4%,0%
CN(C)C(=O)c1ccc(NC(=O)COC(=O)/C=C/c2cccs2)cc1,0%,-10%,2%
